# BRCA1 expr act = BRCA1 expression activation. MCF7-BRCA1-FFLuc reporter, luminescence, 48 h; response scale: scaled: vehicle 0%, 10 µM genistein 100%. 380,000 tested, 1.1% active. AID 624202. Potency, µM (top dose mostly 46.1 µM), inactives show at the top dose activation, hits mostly activators; active = well fitted activation curve with a large enough effect; inconclusive = small, poorly fitted or top-dose-only effect; inactive = no such curve, though single readings can be large or run the other way; also: nearly all actives have a fitted effect of over 80% in size; some results filed as inactive show a strong effect at the top dose
#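 Compounds are tested at multiple concentrations on MCF7 BRCA1-luciferase reporter cells seeded at 2000 per well; after 48 h, a single luminescence end-point is taken and curves fitted to the normalized data.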
# Numbers without * were called inactive; ? = inconclusive; & = joins results of further samples. Potency is read from the fitted curve at half-maximal effect. These rows are one share of the data. The share of hits here may be higher or lower than overall.
SMILES,BRCA1 expr act
O=C(O)c1cccc(Nc2ncnc3scc(-c4ccccc4)c23)c1,11%
COc1c2c(c(OC)c3ccccc13)[C@]1(OC2)O[C@H](CCO)C[C@H](O)[C@H]1O,9%
Fc1cccc(Cc2c(-c3ccccc3)nc3ccc(Cl)cn23)c1,0%
Cc1ccc(C(O)c2ncc(-c3ccccc3F)[nH]2)c(C)c1 (stereo not given),58%
CCCN(C(=O)c1cc2c(=O)oc3ccccc3c2s1)c1cccc(Cl)c1,11%
Cc1cc2ccccc2n1CCNC(=O)c1ccccc1F,4%
CCOC(=O)C1=CCN(S(=O)(=O)c2ccc(Br)cc2)C1c1cccc(C)c1 (stereo not given),-23%
CCC[N+](C)(C)c1ccc(/C=C/c2ccnc3ccccc23)cc1,-54%
CCOC(=O)c1cccc(NC(=O)CCS(=O)(=O)c2ccc3c(c2)CCN3C(=O)CC)c1,10%
CCc1ccc(CNC(=O)c2cc3c(=O)oc4ccc(C)cc4c3s2)cc1,6%
CC(=O)C(=Cc1ccc(-c2ccccc2)cc1)C(=O)c1ccccc1,-9%
COc1cc2c(cc1OC)C(C(C(=O)N(CCc1ccc(OC)c(OC)c1OC)CCc1ccc(OC)c(OC)c1OC)c1ccccc1)=NCC2 (stereo not given),-44%
CC1(C(=O)NS(=O)(=O)c2ccc(Cl)cc2)CCN1C(=O)c1ccc(C2CCCCC2)cc1 (stereo not given),-2%
Nc1ccc(C(Cc2ccnc3ccccc23)Cc2ccnc3ccccc23)cc1,-33%
COc1cccc(CNC(=O)[C@@H]2CCCN2C(=O)[C@H]2CCCCN2C(=O)c2ccc(Cl)cc2)c1,-9%
O=C(Nc1cccc(C(F)(F)F)c1)c1cc(-c2ccc3c(c2)OCCO3)on1,0%
O=C(CN(c1cc(C(F)(F)F)ccc1Cl)S(=O)(=O)c1ccccc1)NCCc1ccccc1,-37%
CCc1nc2ccc(C(=O)NCc3ccc4c(c3)OCO4)cn2c1N(C)Cc1ccc(OC)cc1,-9%
COc1cccc(-c2ccc3c(c2)N(Cc2cccc(F)c2)C(=O)C(C)S3)c1 (stereo not given),-2%
O=C1c2ccccc2NC(c2ccccc2OCc2ccccc2)N1Cc1ccco1 (stereo not given),9%
Cc1cccc(NC(=O)Cn2c(=O)n(Cc3ccc(C(=O)NCc4ccc5c(c4)OCO5)cc3)c(=O)c3ccccc32)c1,0%
CCOc1ccccc1C(=O)N(Cc1cc(OC)c(OC)c(OC)c1)c1ccccn1,4%
Cc1cccc(-c2nn3c(=O)cc(CN4CCN(C(=O)/C=C/c5ccccc5)CC4)nc3s2)c1,-1%
O=C1NC[C@H](CCCCN2C[C@H](Cc3ccccc3)N(Cc3ccccc3)C(=O)C2=O)N(CCc2ccccc2)C1=O,20%
CC1(C(=O)NCc2ccccc2Br)CCN1Cc1ccc(-c2ccccc2)o1 (stereo not given),-21%

# (continued)
SMILES,BRCA1 expr act
O=C1NC[C@@H](CCCCN2C[C@H](Cc3ccccc3)N(CC3CCCCC3)C(=O)C2=O)N(Cc2ccccc2)C1=O,4%
CN(C)C1(CNC(=O)COc2cccc(Cl)c2)CCCCC1,-4%
CC(C)c1ccc(C(=O)Nc2cc(-c3ccccc3F)nn2-c2ccccc2)cc1,0%
CCCCC[C@@H](C)N1C[C@@H](COCc2ccccc2)Oc2cc(N3CCC[C@H]3C(N)=O)ccc2S1(=O)=O,-30%
CCc1ccc(C(=O)c2cn(CC(=O)Nc3ccc(Cl)cc3)c3cc4c(cc3c2=O)OCO4)cc1,-30%
FC(F)(F)c1ccccc1Cc1c(-c2ccc(Cl)cc2)nc2c3ccccc3ccn12,-34%
Nc1ccccc1N,78%
Clc1ccc2c(c1)-n1cc(-c3ccccc3)nc1CO2,-44%
CCOC(=O)[C@]12CCC=C1N(Cc1ccc(Cl)cc1Cl)C(=O)[C@H](CC(=O)N1CCN(C(=O)c3ccco3)CC1)C2,-10%
COc1ccc(Cl)cc1NC(=O)c1cc(S(=O)(=O)N2CCC(C)CC2)cn1C,5%
O=C1CCCCCC[C@@H](O)[C@H](O)C[C@H](c2ccccc2)O1,14%
O=c1oc2ccccc2cc1-c1cn2cc(Cc3ccc(Br)cc3)sc2n1,23%
Cc1ccc(Cl)cc1NC(=O)C(C)n1nc(-c2ccccc2)ccc1=O (stereo not given),-3%
O=C(CSc1nc2c([nH]c3ccccc32)c(=O)n1-c1ccc(F)cc1)Nc1ccc2c(c1)OCO2,-12%
Cc1ccc(NC(=O)C2(C)CCN2C(=O)CC(c2ccccc2)c2ccccc2)cc1 (stereo not given),-45%
CC1(C(=O)NS(=O)(=O)c2cccs2)CCN1C(=O)C1(c2ccc(Cl)cc2)CC1 (stereo not given),10%
COC(=O)c1c(NC(=O)c2ccc(S(=O)(=O)N3CCCC(C)C3)cc2)sc2c1CCN(C(C)C)C2 (stereo not given),2%
COc1ccc(-c2oc3ncn4nc(-c5cccc(C)c5)nc4c3c2-c2ccc(OC)cc2)cc1,-3%
CCOc1ccc(N(CC)C(=O)c2noc3c2COc2ccc(C)cc2-3)cc1,-9%
COc1ccccc1-c1nn2c(=O)cc(CN3CCN(C(=O)/C=C/c4ccccc4)CC3)nc2s1,-7%
O=C(NCCN1CCC(n2c(=O)[nH]c3ccccc32)CC1)c1ccc(F)c(C(F)(F)F)c1,10%
CCOC(=O)C1=CCN(S(=O)(=O)c2ccccc2C)C1c1cccc(C)c1 (stereo not given),-15%
COc1cccc(/C=C/c2nc(C#N)c(N3CCN(C)CC3)o2)c1,17%
CN(CC(=O)Nc1ccccc1Cl)S(=O)(=O)c1ccc(C(=O)N2CCOCC2)s1,-4%
COc1ccc(NC(=O)C2(C)CCN2C(=O)CC2CCCC2)cc1OC (stereo not given),4%

# Remaining list, next part
SMILES,BRCA1 expr act
COc1cc(CN(C(=O)COc2ccc(Br)cc2)c2ccccn2)cc(OC)c1OC,0%
OC(c1ccc(Cl)c(Cl)c1)c1ncc(-c2cccc(F)c2)[nH]1 (stereo not given),-40%
CC(=O)c1cccc(NC(=O)c2cc(-c3ccc4c(c3)OCCO4)on2)c1,?
CCOc1ccc(N(C(C)C(=O)NCCSc2ccc(Cl)cc2)S(C)(=O)=O)cc1 (stereo not given),-19%
CCOc1ccc(-n2c(SCC(=O)N3CCCc4ccccc43)nc3c([nH]c4ccccc43)c2=O)cc1,-22%
O=C(Cn1c(=O)n(Cc2ccc(C(=O)NCc3ccccc3Cl)cc2)c(=O)c2ccccc21)Nc1ccc(F)c(Cl)c1,13%
NC(CS)C(=O)O (stereo not given),18%
CCNC(=O)CC1C(=O)N(c2cccc(OC)c2)C(=O)N1Cc1ccc(OC)c(OC)c1 (stereo not given),-4%
CCc1ccc([C@H]2[C@@H]3C(=O)C[C@@H]4C(=O)N(CC)C(=O)[C@@H]4[C@@H]3CN2S(=O)(=O)c2ccc(C)cc2)cc1,-7%
Cc1ccc2oc(=O)c3cc(C(=O)NCCCOC(C)C)sc3c2c1,-4%
O=C(CC1Oc2ccccc2NC1=O)NCc1ccc(F)cc1 (stereo not given),12%
COc1ccc(-c2csc(C(C)(O)c3cccc(F)c3)n2)cc1 (stereo not given),-31%
COCCNC(=O)C1CCCN(C(=O)COCc2ccccc2)CC1 (stereo not given),-3%
O=S(=O)(NCc1ccccc1Cl)c1ccc(-c2cnc(C3CC3)o2)cc1,-5%
COc1ccc(Cl)cc1CNC[C@H]1O[C@@H](n2cnc3c(=O)[nH]c(N)nc32)[C@H](O)[C@@H]1O,14%
O=C(NCC(c1cccs1)S(=O)(=O)c1cccs1)c1cccc(F)c1 (stereo not given),-7%
COc1ccc(CN2C[C@@H](CO)O[C@@H](n3cnc4c(N5CCCC5)ncnc43)C2)cc1,-11%
CCCCC(=O)N(C)c1c(C)nc2ccc(C(=O)N3CCCCC3)cn12,15%
Nc1ccn([C@@H]2O[C@H](C(=O)N[C@H](CO)c3ccccc3)[C@@H](O)[C@H]2O)c(=O)n1,18%
c1ccc2ncc(-n3ccnc3)cc2c1,13%
COc1ccc(N(Cc2nnc3n2CCCCC3)C(=O)Nc2ccc(Cl)cc2)cc1Cl,7%
COc1ccc(CCNC(=O)Cn2c(C)c3cnn(-c4ccccc4)c(=O)c3c2C)cc1OC,3%
O=S(=O)(c1ccc(Br)cc1)N1CCOCC1,9%
COc1ccccc1/C=C/c1ccc2ccccc2n1,-25%
CCOC(=O)C1=CCN(S(=O)(=O)c2ccccc2F)C1c1cccc(Cl)c1 (stereo not given),-19%

# (continued)
SMILES,BRCA1 expr act
Cn1c2c(c(=O)n(C)c1=O)C(c1cccc(O)c1)CC(=O)N2 (stereo not given),7%
Cc1ccc2[nH]c(=O)c(CN(CCO)Cc3nnnn3Cc3ccccc3)cc2c1,3%
NCCCCCCCCCCNS(=O)(=O)c1cccc2c(Cl)cccc12,-31%
CCc1ccc([C@H]2[C@@H]3C(=O)C[C@@H]4C(=O)N(C)C(=O)[C@@H]4[C@@H]3CN2S(=O)(=O)c2ccc(C)cc2)cc1,-6%
CC(C)(C)C(=O)c1c(N)[nH]c(C(=O)c2ccccc2)c1-c1ccccc1Br,-7%
COc1ccc(S(=O)(=O)NCCSc2nnnn2-c2ccccc2)cc1,-8%
CCCNC(=O)c1cc2c(c(-c3cccc(-c4ccc(F)cc4)c3)n1)[C@@H](CCO)N(S(=O)C(C)(C)C)C2 (stereo not given in full),-16%
CSc1ccc(CN2CCC2(C)C(=O)Nc2cnc3ccccc3c2)cc1 (stereo not given),7%
CC(=O)N1CCc2cc(S(=O)(=O)CCC(=O)N3CCN(c4cccc(C)c4C)CC3)ccc21,2%
Cc1ccccc1OCC(=O)NCC(C)NC(=O)COc1ccccc1C (stereo not given),-5%
CCOC(=O)C1=C(CS(=O)(=O)c2c(C)cc(C)cc2C)NC(=O)NC1c1cccc(OC)c1 (stereo not given),-10%
COC(=O)c1ccc(N2C(c3ccsc3)=Cc3cc4c(cc3C2CC(=O)c2ccco2)OCO4)cc1 (stereo not given),-30%
COc1ccccc1Cc1c(-c2ccco2)nc2c(C)cc(Br)cn12,-69%
CCCCn1nnnc1C(c1cc2ccccc2o1)N1CCN(C(=O)OCC)CC1 (stereo not given),20%
CCOC(=O)N1CCN(C(=O)C[C@@H]2C[C@@]3(C(=O)OC)CCCCC=C3N(Cc3ccco3)C2=O)CC1,3%
Cc1ccc(NC(=O)c2nc(S(=O)(=O)Cc3ccccc3F)ncc2Cl)cc1,-23%
CCOC(=O)c1[nH]c2ccccc2c1NC(=O)c1ccccc1OC,-50%
Clc1cccc(-c2nc3ccc(Cl)cn3c2Cc2ccccc2)c1,2%
CCOCCn1ccc2c(OCC(=O)NCc3ccc(F)cc3)cccc2c1=O,0%
C=CCn1c(SCC(=O)NCc2ccco2)nnc1-c1cccc(N(C)C)c1,4%
S=C(NCCCc1cnc[nH]1)NCCCN(CCc1ccccc1)c1ccc(Br)cn1,-19%&-19%
COc1cccc(C(=O)NCC[N+](C)(C)C)c1,1%
COc1ccccc1CCNc1ncnc2nc[nH]c12,-22%
C[C@@H](NC(=O)[C@@H]1CCCN1C(=O)[C@@H]1CCCN1)c1ccccc1,14%
COc1cccc2c1C(=O)/C(=C\c1ccc(N(C)C)cc1)C2,-18%

# Other compounds follow.
SMILES,BRCA1 expr act
O=C(Nc1ccc(Oc2ccccc2)cc1)c1ccc2sc([C@H]3C[C@H](O)[C@@H](CO)O3)nc2c1,-45%
O=NN(CC(=O)NNc1ccccc1)CC(=O)NNc1ccccc1,-14%
COc1ccccc1-c1ccc2c(c1)C(C)(Cc1cccc(F)c1)C(=O)N2 (stereo not given),-47%
CCN(Cc1ccccc1)C(=O)C1CCC(CNS(=O)(=O)c2ccc3c(c2)CCCC(=O)N3)CC1 (stereo not given),-24%
O=C(NCC1CCCCC1)c1cc(-c2cc(F)ccc2OCC2CCCO2)n[nH]1 (stereo not given),-22%
O=C(COc1ccccc1Cl)Nc1ccc(OCc2cc(=O)n3ccsc3n2)cc1,-5%
COc1cc(C)ccc1S(=O)(=O)NC(=O)C1(C)CCN1C(=O)Cc1ccc(C(C)(C)C)cc1 (stereo not given),14%
O=C(Cn1c(SCCOc2ccccc2)nc2ccccc21)N1CCOCC1,6%
CCn1cc(C(=O)NCCc2ccccc2)c(=O)c2cc(S(=O)(=O)N3CCc4ccccc4C3)ccc21,-13%

# Part of the list above, bar-delimited:
canonical_smiles | BRCA1 expr act
CCOC(=O)c1[nH]c2ccccc2c1NC(=O)c1ccccc1OC | -50%
Clc1cccc(-c2nc3ccc(Cl)cn3c2Cc2ccccc2)c1 | 2%
CCOCCn1ccc2c(OCC(=O)NCc3ccc(F)cc3)cccc2c1=O | 0%
C=CCn1c(SCC(=O)NCc2ccco2)nnc1-c1cccc(N(C)C)c1 | 4%
S=C(NCCCc1cnc[nH]1)NCCCN(CCc1ccccc1)c1ccc(Br)cn1 | -19%&-19%
COc1cccc(C(=O)NCC[N+](C)(C)C)c1 | 1%
COc1ccccc1CCNc1ncnc2nc[nH]c12 | -22%
C[C@@H](NC(=O)[C@@H]1CCCN1C(=O)[C@@H]1CCCN1)c1ccccc1 | 14%
COc1cccc2c1C(=O)/C(=C\c1ccc(N(C)C)cc1)C2 | -18%
O=C(Nc1ccc(Oc2ccccc2)cc1)c1ccc2sc([C@H]3C[C@H](O)[C@@H](CO)O3)nc2c1 | -45%
O=NN(CC(=O)NNc1ccccc1)CC(=O)NNc1ccccc1 | -14%
COc1ccccc1-c1ccc2c(c1)C(C)(Cc1cccc(F)c1)C(=O)N2 (stereo not given) | -47%
CCN(Cc1ccccc1)C(=O)C1CCC(CNS(=O)(=O)c2ccc3c(c2)CCCC(=O)N3)CC1 (stereo not given) | -24%
O=C(NCC1CCCCC1)c1cc(-c2cc(F)ccc2OCC2CCCO2)n[nH]1 (stereo not given) | -22%
O=C(COc1ccccc1Cl)Nc1ccc(OCc2cc(=O)n3ccsc3n2)cc1 | -5%
COc1cc(C)ccc1S(=O)(=O)NC(=O)C1(C)CCN1C(=O)Cc1ccc(C(C)(C)C)cc1 (stereo not given) | 14%
O=C(Cn1c(SCCOc2ccccc2)nc2ccccc21)N1CCOCC1 | 6%
